Screening data (PubChem BioAssay)
HDAC3 inhib: HDAC3 deacetylase inhibitors, primary screen, biochemical, fluorescence, cell-free homogeneous | Histone deacetylase 3 (Homo sapiens), O15379 | recombinant HDAC3, fluorogenic peptide/trypsin coupled | inhibition, % at 8.3 µM | hit rate 0.15% among 320,000; in the data active means inhibition above about 26%, passing the limit was not always enough; inconclusive means no clear call, values can overlap the other calls
Target sequence (O15379 whole entry, looked up): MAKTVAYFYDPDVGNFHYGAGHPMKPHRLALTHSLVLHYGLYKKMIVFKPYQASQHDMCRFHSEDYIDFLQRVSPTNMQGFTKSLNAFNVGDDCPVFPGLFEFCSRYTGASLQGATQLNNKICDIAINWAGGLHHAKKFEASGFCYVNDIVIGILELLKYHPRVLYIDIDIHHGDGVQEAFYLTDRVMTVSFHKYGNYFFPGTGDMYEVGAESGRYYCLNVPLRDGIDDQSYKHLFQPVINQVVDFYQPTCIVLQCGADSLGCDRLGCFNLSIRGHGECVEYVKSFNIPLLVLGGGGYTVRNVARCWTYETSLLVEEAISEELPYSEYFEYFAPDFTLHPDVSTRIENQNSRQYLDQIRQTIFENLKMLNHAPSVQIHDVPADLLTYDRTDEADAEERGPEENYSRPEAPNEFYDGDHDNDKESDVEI
HSP90 refold inh: HSP90 inhibitors, primary screen, cell lysate, luminescence; Heat shock protein HSP 90 (rabbit reticulocyte lysate; luciferase refolding); Rabbit reticulocyte lysate, luciferase refolding luminescence, 3 h; inhibition, % at 5.6 µM; hit rate 0.91% among 290,000;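 active means inhibition above the screen-wide mean plus 3 SD, computed separately per campaign, cut at about 16% in these data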;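 further: 0% = DMSO wells and 100% = 60 µM geldanamycin wells; inhibitors lower the luminescence because luciferase stays unfolded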
IEC-6 tox: cytotoxicity in IEC-6 intestinal epithelial cells, primary screen, cytotoxicity control for KLF5 inhibitor project, cell-based, luminescence; IEC-6 cytotoxicity, luminescence viability; inhibition, % at 5 µM; hit rate 0.78% among 290,000; AID 1825, 2009; in the data active means inhibition above about 22%;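 further: 0% = plate median of test compound wells and 100% = cytotoxic reference compound wells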
HSF-1 act: HSF-1 activators, primary screen, NIH3T3-HGL cells, MG132 stress, luminescence, single point | activation, % at 9 µM | NIH3T3-HGL HSF-1 luciferase reporter, 8 h; 100% = twice DMSO control signal | AID 504408, 2011 | hit rate 1.7% among 300,000;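 active means mean replicate activation of at least 50% with a set share of replicates each reaching 50%; inconclusive means only one of those two conditions met; inactive means mean below 50% and too few replicates reaching it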;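 further: 0% = median of the neutral control wells and 100% = twice that signal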
KLF5 inhibitor: KLF5 expression inhibitors, primary screen, DLD-1 cells, luminescence. DLD-1 KLF5 promoter-luciferase reporter. inhibition, % at 5 µM. hit rate 0.23% among 290,000;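 active means inhibition above a per-plate limit of that plate's mean compound inhibition plus 3 SD, cut at about 60% in these data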;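 further: 0% = DMSO wells and 100% = LY294002 at 200 µM; higher means less KLF5 promoter-driven luciferase light; inactives centre near -14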
Platelet DG rel: inhibitors of platelet dense granule secretion, primary screen, cell-based, MLPCN, human platelets. AID 1663, 2009. hit rate 0.22% among 300,000. inhibition, %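 (compounds screened at 7.5 µM in platelet-rich plasma)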. human platelet-rich plasma, SFLLRN dense granule ATP release, luminescence;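 active means mean replicate score, as percent of positive control, at or above 50; inconclusive means mean below 50 but at least one replicate at or above 50; inactive means mean and every replicate below 50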
AI-2 QS mod: Vibrio harveyi AI-2 quorum sensing modulators, primary screen, JMH597 strain, luminescence/OD600 ratio; hit rate 0.4% among 300,000; Vibrio harveyi JMH597 AI-2 luminescence/OD600 ratio, 9 h; active compounds read low; strain lacks LuxN and CqsS sensors; 0 = neutral-control median; activity change, % at 7.5 µM; in the data active means activity change below about -75%, passing the limit was not always enough; inconclusive means no clear call, values can overlap the other calls;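 further: luminescence divided by OD600 gain over 9 h not by final OD600 alone; inactives centre near 13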
HSF1 inh: HSF1 inhibitors in luciferase reporter cells, primary screen, cell-based, NIH3T3, luminescence | NIH3T3-HGL HSE-luciferase, MG132-induced, luminescence 8 h; active compounds read low | activity change, negative = inhibition, % at 7.5 µM (by protocol) | hit rate 0.77% among 300,000;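 active means more than half of replicate wells show activity change below -50%, luminescence cut by over half; inconclusive means some wells, but at most half, below -50%; inactive means no replicate well below -50%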;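 further: luciferase reports HSF-1 transcriptional activity via heat shock element; 0% = median of DMSO wells and -100% = zero luminescence signal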
HIF act: HIF pathway transcriptional activators, primary screen, cell-based, U2OS HRE-luciferase, luminescence | U2OS HRE-luciferase reporter; normalized: DMSO 0%, desferrioxamine 100% | activation, % at 7.5 µM (by protocol) | hit rate 0.32% among 300,000 | AID 1910, 2009;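 active means mean activation of at least 10% of the iron chelator positive control signal, with at least half of replicates also reaching 10%; inconclusive means mean and replicate majority disagree about reaching 10%; inactive means mean and most replicates under 10%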
aSyn 5UTR inh: MLPCN primary screen, SNCA 5' untranslated region. AID 1813, 2009. alpha-synuclein 5'UTR reporter, inhibitor activity. inhibition, % (tested at 7.5 µM). hit rate 0.82% among 300,000; in the data active means inhibition above about 60%; inconclusive means no clear call, values can overlap the other calls;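 further: H4 neuroglioblastoma cells stably carrying SNCA 5'UTR luciferase fusion; 0% = DMSO wells and 100% = positive control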
Starred values were filed as active, the others as inactive; u = inconclusive; x = not tested or not shown.

SMILES	HDAC3 inhib	HSP90 refold inh	IEC-6 tox	HSF-1 act	KLF5 inhibitor	Platelet DG rel	AI-2 QS mod	HSF1 inh	HIF act	aSyn 5UTR inh
Cc1ccc2c(c1)-c1c(cnn1CC(=O)NC(C)CCc1ccco1)CO2 (stereo not drawn)	1.9	-0.3	-6.3	9.6	-10.1	-0.9	12.9	-2.0	0.0	5.5
[O-][n+]1c2c(nn1-c1ccccc1Cl)-c1nonc1CC2	-4.7	-1.0	4.4	-2.3	11.0	2.3	25.3	-6.2	x	14.7
COc1ccccc1C1C(C#N)=C(N)Oc2cc(C)n(CCCn3ccnc3)c(=O)c21 (stereo not drawn)	1.8	-1.3	-2.9	6.2	-28.1	6.4	29.0	0.1	0.1	4.9
CCOC(=O)C1=NNC2(c3ccc(Cl)cc3)C(=O)N(c3cc(C)cc(C)c3)C(=O)C12 (stereo not drawn)	1.4	0.0	4.8	5.0	-2.3	10.9	2.9	6.2	-0.3	-7.0
O=C(N1CCOCC1)N(CCN1CCOCC1)Cc1cccc(Cl)c1	-0.2	1.3	-2.0	23.4	-31.2	-2.2	2.2	-4.7	-0.3	-1.6
O=C(Nc1ccc(Br)cc1Cl)Nn1cnnc1	-4.4	2.3	-1.4	47.7	-7.2	4.0	12.7	12.4	0.3	-3.6
CC(C(=O)NCc1ccc(F)cc1)c1ccc([N+](=O)[O-])cc1 (stereo not drawn)	x	1.5	-2.9	-2.4	-4.3	2.0	16.9	-4.2	-0.2	5.2
Nc1nc(COc2ccc(F)cc2)nc(N2CCCCC2)n1	-1.3	-1.0	4.0	-1.4	-13.9	-2.6	-9.6	2.7	0.7	-2.5
COc1cc(NS(=O)(=O)c2c(C(=O)N3CCOCC3)c(C)n(C)c2C)cc(OC)c1OC	-7.6	-0.2	-7.6	1.2	-18.9	0.2	19.9	-4.3	0.3	-3.5
O=C(Oc1ccc2ccccc2c1Cl)N1CCCCCC1	4.1	5.0	-8.4	7.6	-154.0	-11.4	28.1	4.3	1.2	-21.1
CN(Cc1nc2ccc(Cl)cc2[nH]1)Cc1nc(-c2cnccn2)no1	-5.4	-1.3	1.9	-3.0	-1.2	-12.5	12.7	4.3	-0.1	-2.4
COc1ccccc1CNC(=O)COc1ccccc1OC	1.6	-1.8	0.4	14.4	-3.0	-1.5	20.3	6.4	0.3	23.9
CCCCn1c(SCC(=O)c2ccc(OCC)cc2)nc2cc(S(N)(=O)=O)ccc21	-5.6	-0.8	-4.0	20.6	-14.4	-9.8	31.7	3.4	0.4	-14.9
COc1ccc(CCNC(=O)CN(C)S(=O)(=O)c2cccs2)cc1OC	-0.1	1.1	-0.2	-4.6	-19.1	3.2	18.9	0.4	0.3	-4.4
CCOC(=O)c1cnc2ccc(OCC)cc2c1NCc1ccccc1	-6.7	-8.8	12.4	7.4	-36.8	-4.4	16.5	-11.6	-0.1	-9.7
CCNC(=O)CSc1nnc(-c2cccc(S(=O)(=O)N(CC)CC)c2)n1CCc1ccccc1	2.0	-7.7	1.3	-8.8	-33.6	8.6	23.2	-5.0	-0.2	13.2
O=C(NCc1ccncc1)C1CCN(C(=O)c2cccc(Cl)c2)CC1	1.5	2.3	-7.4	5.0	-4.6	11.0	7.6	-7.2	-0.3	10.4
Cc1cc(=O)oc2cc(OCc3ccc(C(=O)OCC(=O)Nc4ccc(N(C)C)cc4)cc3)ccc12	x	3.0	-2.2	5.9	9.2	4.8	19.0	0.6	0.1	-2.3
O=[N+]([O-])c1ccc(Cl)c(S(=O)(=O)Nc2cccc(-c3ccc(N4CCCC4)nn3)c2)c1	-1.9	x	x	13.3	x	15.5	56.7	4.3	0.6	-56.0
CCOC(=O)Cc1csc(NC(=O)c2ccc(S(=O)(=O)N3CCOCC3)cc2)n1	3.8	-2.5	-7.0	13.4	1.6	5.0	12.2	-1.3	-0.5	25.2
Cc1ccc([C@H]2C(C#N)=C(N)Oc3cc(C)oc(=O)c32)o1	-5.8	1.6	1.0	-11.6	-15.3	8.3	-2.6	-8.0	-0.4	20.2
CCOC(=O)C1CCN(C(=O)CCS(=O)(=O)c2ccc3c(c2)CCN3C(=O)CC)CC1	9.2	-4.2	0.7	15.8	2.0	12.4	-0.6	-0.8	-0.1	18.5
CCOC(=O)c1c(NC(=O)CSc2nnc(-c3ccco3)o2)sc(C)c1C	-2.9	4.0	2.6	16.5	16.7	-4.2	22.0	2.1	0.2	4.7
CCOc1ccc(-n2nnc3c(=O)n(CC(=O)c4ccccc4)cnc32)cc1	0.0	-2.6	-2.1	13.3	-24.9	6.0	6.7	0.1	-0.6	11.3
O=C(CSc1oc(-c2ccc(F)cc2)nc1S(=O)(=O)c1ccccc1)NCC1CCCO1 (stereo not drawn)	8.4	0.2	-0.1	0.3	-45.2	2.5	17.3	3.6	-0.1	-3.2
CN(C)c1ccc(/C=C(\C#N)C(=O)Nc2nc3c(s2)CCN(Cc2ccccc2)C3)cc1	9.1	2.7	-0.1	6.1	-7.7	-9.4	36.2	-7.2	0.4	-8.4
CCCCCOC(=O)Nc1nnc(CCC)s1	-0.3	-1.6	6.0	1.2	-27.2	-3.0	19.1	-6.3	0.1	6.1
COCCn1c(-c2ccc(Cl)cc2)cnc1SCC(=O)NCc1cccs1	3.7	5.4	5.4	x	-12.9	x	x	x	x	x
CN1CCCC(OC(=O)/C(C#N)=C/c2ccccc2)C1 (stereo not drawn)	x	2.1	-4.1	-25.4	-38.7	4.7	8.3	-8.1	0.3	3.5
Cc1cc(-c2csc(NC(=O)C3=COCCO3)n2)c(C)n1C	3.1	x	x	-1.8	x	-3.5	44.7	0.2	-1.6	0.2
Cc1cccc(Nc2nc3ccccc3s2)c1C	9.8	-2.8	2.1	125.2*	-193.1	-1.1	-3.1	57.8	1.6	-180.9
O=C(NNC(=S)NC1CCCCC1)c1ccccc1Cl	0.2	-0.7	-1.3	13.4	-25.3	2.3	-0.9	2.3	0.5	-10.7
CCOC(=O)c1ccc(NC(=S)NCCc2ccccc2F)cc1	5.9	1.1	1.7	-34.0	-12.7	2.6	12.9	-28.8	-0.3	-2.5
COc1ccc(Cn2c(SCc3cc(C)ccc3C)nc3cc(OC)c(OC)cc3c2=N)cc1	3.9	14.5	3.6	9.3	-27.3	3.2	21.0	10.9	-3.2	u
CCOc1ccccc1N1CCN(C(=O)c2ccccc2SCC(=O)N2CCCC2)CC1	-2.1	0.5	0.3	3.4	-14.7	18.1	20.4	-2.5	0.7	-11.7
COc1ccccc1NC(=O)NNC(=O)CCc1ccccc1	5.7	0.0	-10.4	-18.5	-57.4	-10.9	18.4	-9.2	-0.3	-7.3
Cc1nnn(-c2nonc2N)c1C(=O)NNC(=O)c1ccc(Cl)c(Cl)c1	-0.3	2.5	0.5	8.3	20.2	-12.9	25.2	-5.0	0.7	11.4
CSc1ccccc1C(=O)NC1CCCN(Cc2ccccc2F)C1 (stereo not drawn)	-6.7	-0.6	1.7	-3.6	-30.5	-3.8	10.5	0.3	-1.5	1.6
COC(=O)NNC(=O)c1ccccc1C	7.0	0.0	0.3	-9.6	-34.3	-2.7	24.6	3.0	-0.2	-3.4
O=C(Nc1ccccc1)c1cccc(N2C(=O)CCC2=O)c1	-0.2	-2.5	6.1	3.9	-25.6	-2.3	23.7	-2.2	0.2	-3.7
COc1ccccc1N1CCN(C(=O)c2cc(-c3cccs3)on2)CC1	-4.2	13.9	3.9	-2.3	-7.8	-0.4	3.1	-3.3	0.5	-8.2
CC(C)OCCCNC(=O)CN1CCN(Cc2ccccc2Cl)C1=O	-11.8	2.1	8.5	-10.2	-11.1	-12.3	17.3	-2.6	-0.7	-11.7
CN(CC(=O)Nc1ccccc1C(F)(F)F)C(=O)COc1ccccc1Cc1ccccc1	0.3	x	x	13.9	x	-39.0	x	3.5	0.0	-1.3
CCCCCCC1CC(CSC(=N)N)OC1=O (stereo not drawn)	-6.0	4.1	1.1	2.8	-20.0	-13.3	7.1	3.0	0.4	-31.1
CSC1=N/C(=C/c2cccnc2)C(=O)N1Cc1ccc(Cl)cc1	-3.6	7.7	-1.0	15.6	-19.4	16.8	13.5	-0.5	-0.1	5.8
COc1ccccc1Sc1ccccc1/C=N/NC(N)=O	1.8	2.8	-6.0	12.5	-29.3	0.4	-0.1	-8.1	-0.2	4.5
Cc1ccc(NC(=O)CCCCCN2C(=O)[C@@H]3Cc4ccccc4CN3C2=O)c(Cl)c1	-1.2	0.7	-12.9	-6.1	-26.3	1.5	6.2	2.5	0.5	-5.0
CCOC(=O)c1c(NC(=O)CSc2nnc(C)c(=O)[nH]2)sc(C)c1-c1ccc(C)cc1	1.0	-1.8	-5.4	-13.2	-1.1	0.5	21.0	1.9	0.1	16.1
CCOC(=O)N1CCN(CC(=O)Nc2ccc(F)cc2)CC1	2.4	-3.2	1.5	-4.2	17.3	-10.1	7.8	3.3	-0.9	7.1
C/C(CS(=O)(=O)c1ccc(Cl)c(Cl)c1)=N/NC(N)=S	-1.5	-3.3	-7.6	6.7	-5.3	1.9	x	3.7	-1.0	29.8
NC(=O)Cn1nnc(-c2ccc(CN3CCCCC3)cc2)n1	-3.8	1.2	6.2	-4.4	-16.0	4.9	21.5	-0.6	-0.1	-4.9
Cc1cc2c3ccccc3ncn2n1	7.2	1.9	2.8	7.0	-8.3	2.2	7.7	-5.1	0.4	-18.3
CC(C)(C)N(Cc1ccccc1)C(=O)COC(=O)c1ccccc1SCC(=O)N1CCCC1	-1.7	x	x	-3.0	x	-12.2	5.8	3.4	-0.1	-9.5
CCc1nc2ccc(C(=O)NCc3ccccc3)cc2nc1CC	-1.0	2.0	3.8	2.0	-17.2	-0.8	-0.5	4.7	-0.7	9.8
CCn1ccnc1CN1CCC(n2nccc2NC(=O)c2ccccc2OC)CC1	-1.5	-5.0	-1.8	-10.0	-6.1	-3.9	18.0	1.6	0.4	10.0
COc1cccc(CNC(=O)C(c2ccc(Cl)cc2)C(C)C)c1 (stereo not drawn)	-0.9	4.1	5.2	x	-16.3	-0.6	5.7	x	x	-5.4
O=C(NCc1ccco1)c1ccccc1-c1nc(-c2ccc(F)cc2)no1	-2.5	0.0	2.3	x	-21.9	x	13.7	x	x	x
S=c1[nH]nc(-c2ccc3ccccc3n2)o1	1.1	-3.2	-1.8	-4.3	-4.9	-9.6	20.7	-1.6	0.0	8.6
O=C(O)CCC(=O)Nc1ccc(Cc2ccc(NC(=O)CCC(=O)O)c(O)c2)cc1O	7.0	1.8	-5.7	19.4	-8.1	-3.5	9.9	7.0	-0.1	-5.1
